# PvdQ inh: P. aeruginosa PvdQ acylase inhibitors, primary screen, biochemical, fluorescence, plate reader and imaging, single point; PvdQ acylase [Pseudomonas aeruginosa LESB58]; purified PvdQ acylase; inhibition, % at 10 µM; 340,000 tested, 0.063% active; in the data active means inhibition above about 30%, passing the limit was not always enough;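 further: 0% = vehicle neutral wells and 100% = reference inhibitor wells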
# SR-BI DiI inh: inhibitors of SR-BI mediated HDL lipid uptake, primary screen, ldlA[mSR-BI] cells, fluorescence, single point; ldlA[mSR-BI] CHO cells, DiI-HDL uptake fluorescence, 3 h; inhibition, % at 12.5 µM; 320,000 tested, 0.96% active; AID 488896, 2010;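 active means mean replicate inhibition of at least 70% and a set share of replicates each scoring 70 or more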;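 further: 0% = median of neutral control wells and 100% = median of positive control wells; values of inactives mirror those of a sister screen read the other way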
# NSD2 inh: NSD2 histone methyltransferase inhibitors, primary screen, biochemical, AlphaScreen, single concentration, set 2 | AID 743445, 2014 | 310,000 tested, 0.54% active | inhibition, % at 12.5 µM | NSD2 peptide methylation, 120 min; in the data active means inhibition above about 50%
# PKA-R2B activ: activators of PKA-R2B holoenzyme, primary screen, biochemical, fluorescence polarization, Cy5-IP20, human; activation, % at 11.4 µM; PKA-R2B holoenzyme dissociation; R2B truncated from residue 108, S112A mutant; 0% DMSO only, 100% 113 µM cGMP; cAMP-dependent protein kinase catalytic subunit beta (Homo sapiens) + cAMP-dependent …; 340,000 tested, 0.079% active;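 active means activation above a cutoff set at the mean over all compounds plus 3 SD, cut at about 18% in these data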;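 further: higher means more holoenzyme dissociation and a rise in polarization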
# Target sequence (P31323 whole entry, looked up, other chains not shown, the tested form may be a part): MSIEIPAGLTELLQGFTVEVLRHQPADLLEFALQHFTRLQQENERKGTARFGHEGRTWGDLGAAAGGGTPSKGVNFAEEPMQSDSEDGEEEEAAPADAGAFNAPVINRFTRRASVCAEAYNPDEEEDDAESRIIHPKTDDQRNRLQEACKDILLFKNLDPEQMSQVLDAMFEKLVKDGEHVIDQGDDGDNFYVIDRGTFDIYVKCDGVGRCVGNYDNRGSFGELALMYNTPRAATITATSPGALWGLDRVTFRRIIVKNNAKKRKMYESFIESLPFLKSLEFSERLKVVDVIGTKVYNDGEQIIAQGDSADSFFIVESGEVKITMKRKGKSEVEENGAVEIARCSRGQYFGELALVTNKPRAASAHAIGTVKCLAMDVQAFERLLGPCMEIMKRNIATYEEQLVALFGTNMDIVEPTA
# DAGLB inh: DAGLB lipase inhibitors, primary screen, biochemical, fluorescence, HTS. 340,000 tested, 0.059% active. HEK293T DAGLB membrane lysate, EnzChek fluorogenic substrate. inhibition, % at 5.17 µM. Diacylglycerol lipase-beta (Homo sapiens), Q8NCG7; in the data active means inhibition above about 34%;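 further: 0% = enzyme with vehicle and 100% = wells lacking enzyme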
# Cardiac RTF inh: cardiac RTF calcium sensitivity inhibitors, primary screen, biochemical, IANBD-TnC fluorescence, EC70 calcium; 340,000 tested, 0.12% active; inhibition, % at 7.15 µM; Troponin I, cardiac muscle (Homo sapiens) + Troponin T, cardiac muscle (Homo sapiens) + …; IANBD-labeled cardiac RTF, Ca2+ fluorescence;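 active means inhibition above the mean inhibition of all tested compounds plus 3 SD, cut at about 17% in these data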;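 further: assay run at fixed EC70 calcium of 1.6 mM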
# SR-BI DiI-HDL act: activators of SR-BI mediated DiI-HDL uptake, primary screen, ldlA[mSR-BI] CHO cells, DiI fluorescence; 320,000 tested, 0.096% active; activation, % at 12.5 µM; AID 504775, 2011; 3 h; 100 = double the neutral-control signal;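 active means mean replicate activation of at least 60% and every replicate at or above 60%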;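 further: 0% = median plate neutral-control signal and 100% = twice that signal; values of inactives mirror those of a sister screen read the other way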
#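 Material: SR-BI-overexpressing, LDLR-lacking CHO cells | Dosing: Single compound concentration, delivered by pin transfer | Probe or stimulus: Labelled HDL, 10 µg/mL | Signal: Bottom-read cell fluorescence after medium removal, ex 550/em 595 nm | Schedule: 3 h, 37 °C | Evaluation: HDL uptake via cellular fluorescence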
# Arr AP2 block: inhibitors of beta-arrestin/AP2 binding, primary screen, biochemical, GPCR trafficking, flow cytometry. inhibition, % at 10 µM. beta-arrestin 1 C-terminal peptide binding to AP2 beta2-adaptin appendage (human). 340,000 tested, 0.31% active. FITC-arrestin peptide / GST-AP2 beads; AP2 beta2 appendage carries R879A mutation;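 active means inhibition above a set limit, near 3 SD of compounds lacking own fluorescence, cut at about 54% in these data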;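 further: plate controls were DMSO wells for no effect and 5 µM unlabelled arrestin peptide for full effect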
#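 System: GST-AP2 R879A glutathione beads. Medium: PBS with 0.05% Tween 20 and 0.1% BSA. Also added: FITC-arrestin peptide, 50 nM. Incubation: 12 min plus 1 h, RT. Measured by: high-throughput flow cytometry of beads, ex 488, em 535 nm. Evaluation: percent drop in bead-associated FITC signal.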
# Keap1-Nrf2 PPI: Keap1-Nrf2 protein-protein interaction inhibitors, primary screen, biochemical, fluorescence polarization, single point; Kelch-like ECH-associated protein 1 (Homo sapiens), Q14145; Keap1 Kelch-Nrf2 peptide fluorescence polarization, 1536-well; inhibition, % at 9.4 µM; 340,000 tested, 0.15% active; AID 504523, 2011; in the data active means inhibition above about 12%;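 further: human Keap1 Kelch domain with fluorescein labeled Nrf2 9mer peptide probe; 0% = neutral control wells and 100% = peptide positive control; higher means more block of Keap1 binding to Nrf2 peptide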
# Target sequence (Q14145 whole entry, looked up, the tested form may be a part): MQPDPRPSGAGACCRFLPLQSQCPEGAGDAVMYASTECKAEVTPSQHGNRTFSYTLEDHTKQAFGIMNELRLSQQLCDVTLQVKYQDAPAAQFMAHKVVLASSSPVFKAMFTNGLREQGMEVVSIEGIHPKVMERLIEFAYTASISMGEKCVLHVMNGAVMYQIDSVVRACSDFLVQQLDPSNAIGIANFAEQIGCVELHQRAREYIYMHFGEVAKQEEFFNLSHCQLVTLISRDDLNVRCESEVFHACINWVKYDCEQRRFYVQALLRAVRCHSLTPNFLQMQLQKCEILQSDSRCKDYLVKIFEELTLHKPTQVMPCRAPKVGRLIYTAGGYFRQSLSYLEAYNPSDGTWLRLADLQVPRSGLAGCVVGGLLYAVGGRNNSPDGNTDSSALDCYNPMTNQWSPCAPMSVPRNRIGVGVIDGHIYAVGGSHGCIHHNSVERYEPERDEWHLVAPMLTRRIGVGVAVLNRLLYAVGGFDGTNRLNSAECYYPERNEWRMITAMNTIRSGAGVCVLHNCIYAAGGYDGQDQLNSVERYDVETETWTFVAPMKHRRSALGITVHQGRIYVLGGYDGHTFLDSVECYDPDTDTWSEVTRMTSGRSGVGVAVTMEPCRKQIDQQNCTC
# LANA DNA inh: inhibitors of KSHV C-LANA binding to DNA, primary screen, biochemical, fluorescence polarization, FAM-LBS DNA, MBP-C-LANA, single point; inhibition, % at 9 µM; AID 504423, 2011; 340,000 tested, 0.078% active; Kaposi's sarcoma herpesvirus LANA C-terminal domain (residues 932-1162) DNA binding;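 active means highest replicate inhibition at or above 60% at 9 µM, even if other replicates fall short; inactive means all replicates below 60% inhibition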;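 further: 0% = neutral control wells and 100% = 4 µM acridine orange control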
# * hit, by the source's call; . = not tested or not shown. Hits appear at their usual frequency. Share with any hit: about 2.1%.
SMILES,PvdQ inh,SR-BI DiI inh,NSD2 inh,PKA-R2B activ,DAGLB inh,Cardiac RTF inh,SR-BI DiI-HDL act,Arr AP2 block,Keap1-Nrf2 PPI,LANA DNA inh
OCCCCNCc1cc(Br)ccc1OCc1ccccc1F,-6,0,7,8,-1,-3,0,-30,5,0.6
NS(=O)(=O)c1ccc(CNC(=O)c2ccc(Cl)c(S(=O)(=O)NCc3ccccc3)c2)cc1,-2,-5,0,5,-1,-5,5,17,4,-2.2
O=C(CSc1nnc2ccccn12)NC(=O)NC1CCCC1,2,-6,8,-4,0,7,6,-5,-3,0.7
NS(=O)(=O)c1ccc(NC(=O)CN2C(=O)C3C4C=CC(C4)C3C2=O)cc1 (centres undefined),-17,-10,-1,-13,1,1,10,-6,-1,-2.2
O=C(O)c1ccc(-c2ccco2)n1Cc1ccccc1,-13,.,5,-9,3,-1,.,-6,-2,-1.0
Cc1nc2ccccc2c2c1C(=O)N(C1CCCCCCC1)C2=O,7,23,0,-2,-2,-4,-23,18,1,0.3
O=C(Nc1c2c(nn1-c1ccccc1)CS(=O)(=O)C2)C1CCCC1,6,-9,-4,-9,-1,-3,9,25,-10,-6.3
O=C(C[n+]1cccc(CNC(=O)c2ccc(OC(F)F)cc2)c1)Nc1ccc(SC(F)F)cc1,-2,-15,2,-10,-2,2,15,5,0,0.3
CC(C)Nc1nc(NC(C)C)nc(N(C)N)n1,-2,-23,1,5,-2,2,23,4,3,1.4
COc1cccc(NC(=O)CN(c2ccc([N+](=O)[O-])cc2)S(=O)(=O)c2ccccc2)c1,-12,16,0,-3,-2,5,-16,-2,2,1.6
COc1ccc(C)cc1N(C(=O)c1snc(C(N)=O)c1N)C(C(=O)NC1CCCC1)c1ccc(F)cc1 (centres undefined),2,.,2,1,-1,9,.,27,5,1.1
CC(=O)c1c(C)nn(C(C)CC(=O)O)c1C (centres undefined),-7,-18,2,-11,0,0,18,-6,-10,0.2
CCOc1ccc(NC(=S)N2CCC(NC(=O)c3ccco3)CC2)cc1,-8,3,9,2,-1,-11,-3,-13,0,2.2
CC1CN(S(=O)(=O)c2cccc(C(=O)Nc3ccc(S(=O)(=O)NC4=NCCCCC4)cc3)c2)CC(C)O1 (centres undefined),2,11,0,-9,2,1,-11,3,-5,1.3
CCc1nn2c(=O)c(S(=O)(=O)Nc3cccc(F)c3)c(C)nc2s1,-14,.,-1,6,2,-12,.,-1,4,0.1
O=C(CNc1cccc(S(=O)(=O)N2CCCC2)c1)Nc1ccc(F)cc1F,-9,14,0,5,-1,2,-14,-11,2,1.2
COc1cc(NC(=S)NCCCN(C)C)c(OC)cc1NC(=O)c1ccco1,-11,-13,6,4,0,0,13,2,-2,-11
CC1CCc2c(sc3nn[nH]c(=O)c23)C1 (centres undefined),-9,-22,2,-7,-2,1,22,11,1,-0.9
CCOCCOC(=O)c1[nH]c2c(c1C)C(=O)CC(c1ccccc1)C2 (centres undefined),6,51,-3,-1,-15,2,-51,-3,2,-4.4
O=C(CCc1c[nH]c2ccccc12)NCCc1ccccc1,-3,13,3,-1,-1,-1,-13,12,0,-0.4
Cc1cc(N/N=C/c2cccc(Cl)c2)nc(NCc2ccccc2)n1,-5,34,-3,-2,-3,-9,-34,2,3,0.6
O=C(Nc1cccc(-c2cnc3ccccc3n2)c1)c1ccc(Cl)cc1,0,28,.,4,-1,-8,-28,7,-4,0.7
O=C(COC(=O)c1cccs1)NCCCc1ccccc1,-12,4,-3,0,0,-1,-4,19,1,-1.5
CN(C(=O)COC(=O)c1c[nH]c(=O)[nH]c1=O)C1CCCCC1,-9,79*,1,-1,-2,-3,-79,3,2,-1.4
CCOC(=O)Cn1nc(-c2ccccc2)ccc1=O,-8,-22,-5,2,-4,3,22,3,-3,-1.2
COCCn1c(=NC(=O)CSCC(=O)Nc2cc(C)on2)sc2cc(C(=O)OC)ccc21,-7,42,2,9,3,-10,-42,5,-2,-2.2
Cc1cc2[nH]c(=O)c(=O)[nH]c2cc1S(=O)(=O)Nc1ccccc1F,-8,-9,.,-13,2,-3,9,1,-4,0.8
O=C1CN(C(=O)COC(=O)c2ccccc2NC(=O)c2ccco2)c2ccccc2N1,-3,-1,-3,-10,3,-5,1,15,-2,-0.6
COc1ccc(NC(=O)C2CCCN(S(=O)(=O)c3c(C)[nH]c(=O)[nH]c3=O)C2)cc1 (centres undefined),3,-3,0,-5,-1,-19,3,-4,-2,-0.8
O=C(O)c1nnn(-c2ccc([N+](=O)[O-])cc2)c1-c1ccccc1,-9,-31,-3,-5,1,-16,31,11,0,0.4

# 13 structures from above, ordered by number of heavy atoms, ascending:
SMILES,PvdQ inh,SR-BI DiI inh,NSD2 inh,PKA-R2B activ,DAGLB inh,Cardiac RTF inh,SR-BI DiI-HDL act,Arr AP2 block,Keap1-Nrf2 PPI,LANA DNA inh
CC1CCc2c(sc3nn[nH]c(=O)c23)C1 (centres undefined),-9,-22,2,-7,-2,1,22,11,1,-0.9
CCOC(=O)Cn1nc(-c2ccccc2)ccc1=O,-8,-22,-5,2,-4,3,22,3,-3,-1.2
O=C(COC(=O)c1cccs1)NCCCc1ccccc1,-12,4,-3,0,0,-1,-4,19,1,-1.5
CN(C(=O)COC(=O)c1c[nH]c(=O)[nH]c1=O)C1CCCCC1,-9,79*,1,-1,-2,-3,-79,3,2,-1.4
O=C(O)c1nnn(-c2ccc([N+](=O)[O-])cc2)c1-c1ccccc1,-9,-31,-3,-5,1,-16,31,11,0,0.4
Cc1cc2[nH]c(=O)c(=O)[nH]c2cc1S(=O)(=O)Nc1ccccc1F,-8,-9,.,-13,2,-3,9,1,-4,0.8
Cc1cc(N/N=C/c2cccc(Cl)c2)nc(NCc2ccccc2)n1,-5,34,-3,-2,-3,-9,-34,2,3,0.6
O=C(Nc1cccc(-c2cnc3ccccc3n2)c1)c1ccc(Cl)cc1,0,28,.,4,-1,-8,-28,7,-4,0.7
O=C(CNc1cccc(S(=O)(=O)N2CCCC2)c1)Nc1ccc(F)cc1F,-9,14,0,5,-1,2,-14,-11,2,1.2
COc1cc(NC(=S)NCCCN(C)C)c(OC)cc1NC(=O)c1ccco1,-11,-13,6,4,0,0,13,2,-2,-11
COc1ccc(NC(=O)C2CCCN(S(=O)(=O)c3c(C)[nH]c(=O)[nH]c3=O)C2)cc1 (centres undefined),3,-3,0,-5,-1,-19,3,-4,-2,-0.8
O=C1CN(C(=O)COC(=O)c2ccccc2NC(=O)c2ccco2)c2ccccc2N1,-3,-1,-3,-10,3,-5,1,15,-2,-0.6
COCCn1c(=NC(=O)CSCC(=O)Nc2cc(C)on2)sc2cc(C(=O)OC)ccc21,-7,42,2,9,3,-10,-42,5,-2,-2.2

# Carrying on.
SMILES,PvdQ inh,SR-BI DiI inh,NSD2 inh,PKA-R2B activ,DAGLB inh,Cardiac RTF inh,SR-BI DiI-HDL act,Arr AP2 block,Keap1-Nrf2 PPI,LANA DNA inh
CC(=O)c1cccc(NC(=O)c2ccc(Br)o2)c1,-6,14,3,-5,4,-16,-14,9,1,0.5
NCCC(=O)N1c2ccccc2Sc2ccccc21,-24,-8,-1,-5,1,-6,8,4,-6,-2.3
Cc1nc2ccc3nc(NC(=O)c4ccc(S(=O)(=O)N5CCOCC5)cc4)sc3c2s1,9,24,3,7,0,2,-24,1,4,-2.4
COc1cccc(N(CC(=O)NC2CCCC2)C(=O)Cn2nnc(-c3ccc(C)o3)n2)c1,20,.,33,1,0,6,.,1,0,1.7
CCCOC(=O)C(C)Sc1n[nH]c(=O)[nH]c1=O (centres undefined),-9,1,-1,0,1,-3,-1,1,-1,0.3
CSc1ccc(Cl)c(C(=O)NCCCn2ccnc2)c1,-12,.,-3,-5,1,-4,.,4,-2,0.9
O=C(c1cccc(Cl)c1)N1CCN(Cc2ccccc2)CC1,0,.,13,6,0,4,.,5,-3,0.1
COC(=O)c1ccc(NC(=O)CSC2=NCCN2)cc1,6,69,21,-2,-9,-5,-69,-5,-5,0.7
COCCCNC(=O)CN(c1cc(Cl)cc(Cl)c1)S(C)(=O)=O,-4,-17,3,-8,-1,-1,17,24,-4,1.0
O=C(CC1Nc2ccccc2NC1=O)NCC1COc2ccccc2O1 (centres undefined),8,8,-1,-4,2,10,-8,23,-10,-1.2
CCOCc1nnc(NC(=O)c2cc(OC)c(OC)c(OC)c2)s1,7,7,-5,-3,0,-6,-7,25,2,-1.6
O=C1N/C(=C/c2ccc(N3CCOCC3)cc2)C(=O)N1Cc1ccc(F)cc1,-2,2,0,8,2,0,-2,29,0,-0.8
CCOC(=O)/C=C/C(=O)OCC(=O)Nc1ccc(Cl)cn1,-5,-8,0,6,0,-8,8,14,0,2.0
NS(=O)(=O)c1ccc(CCNC(=O)C2CCN(S(=O)(=O)c3cnc[nH]3)CC2)cc1,-1,-12,0,-6,0,1,11,-2,6,-0.1
O=C1N/C(=N\S(=O)(=O)c2ccccc2)S/C1=C\c1cc([N+](=O)[O-])ccc1O,-2,13,.,-9,7,-25,-13,18,-36,-13

# Bioassay records (PubChem BioAssay)
